Source: PubChem BioAssay
RXFP1 ag – activates the human relaxin receptor RXFP1; Q9HBX9; HEK293T-RXFP1 cAMP TR-FRET, 30 min; response scale: percent of porcine relaxin response, buffer zero; Potency, µM (series often up to 57.5 µM), without a hit: top-dose activation, actives largely listed as activators; 370,000 compounds, 0.3% hits; further: potency means the concentration at half of the fitted maximal effect; on the % scale 0 is the no-effect control and ±100 the full control effect; nearly all actives have a fitted effect of over 60% in size; many of its hits are not listed in these tables
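Agonist response is measured as cAMP accumulation in an RXFP1-transfected HEK293T line under PDE4 inhibition. Values are scaled between buffer-only and 29 nM porcine relaxin, and EC50s come from standard Hill equation fits.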
LDHA inh – inhibitors of human lactate dehydrogenase A; purified LDHA, NADH/diaphorase-resazurin fluorescence; stronger effect = lower value; 480,000 compounds, 0.15% hits; P00338; activity change, % (values are at about 110 or 230 µM); in the data active means activity change below about -30%;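 further: plate controls were DMSO wells for no effect and wells without enzyme for full effect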
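Resorufin fluorescence (ex540/em590), read at 0 and 20 min after diaphorase/resazurin addition, reports the NADH left after a 5 min room-temperature reaction of 2 nM human LDH5 with 0.06 mM NADH and 0.2 mM pyruvate.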
Vif-A3G inh – blocks the Vif interaction with human APOBEC3G | Potency, µM (titrated, usually from 46.1 µM), inactives show at the highest dose activity, negative = active, actives largely listed as inhibitors | HeLa A3G-eYFP + Vif (tagged APOBEC3G with the HIV-1 protein that degrades it), YFP fluorescence, overnight | AID 602310 | 410,000 compounds, 0.076% hits;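 further: potency means the concentration at half of the fitted maximal effect; on the % scale 0 is the no-effect control and ±100 the full control effect; nearly all actives have a fitted effect of over 60% in size; hits raise eYFP signal because A3G escapes Vif-driven loss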
Target sequence (Q9HC16 whole entry, looked up): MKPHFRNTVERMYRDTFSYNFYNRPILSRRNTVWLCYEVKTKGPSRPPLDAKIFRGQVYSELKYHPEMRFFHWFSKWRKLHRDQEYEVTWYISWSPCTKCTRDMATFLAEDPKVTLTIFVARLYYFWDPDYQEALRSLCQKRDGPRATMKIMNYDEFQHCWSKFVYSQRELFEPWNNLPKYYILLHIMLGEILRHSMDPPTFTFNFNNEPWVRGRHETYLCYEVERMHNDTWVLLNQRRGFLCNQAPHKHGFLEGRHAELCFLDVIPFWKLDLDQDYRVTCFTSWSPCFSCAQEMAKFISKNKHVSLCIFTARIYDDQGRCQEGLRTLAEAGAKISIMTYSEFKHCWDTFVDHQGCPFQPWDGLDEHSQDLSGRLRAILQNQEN
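HeLa cells stably expressing Vif and C-terminally eYFP-tagged A3G, seeded overnight at 37 deg C, then exposed to compound by pintool overnight at 37 deg C. Rise in yellow fluorescence (Ex 488/Em 500-530, Acumen) marks blocked Vif-driven A3G degradation.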
GRP78 ERSR act – inducers of ER stress response in human glioma cells; U87-MG GRP78 promoter luciferase reporter, 16 h; Potency, µM, for the others: top-dose activation, hits mostly activators; 420,000 compounds, 0.02% hits; further: potency means the concentration at half of the fitted maximal effect; series mostly up to about 76 µM; % of control where 0% means no effect; nearly all actives have a fitted effect of over 35% in size
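Stably transfected U87-MG human glioma cells carrying a GRP78-based luminescent sensor were seeded at 1000 cells/well, pin-dosed with compounds and incubated 16 h. Luciferase reagent was then added, and end-point luminescence was read after 10 min at room temperature.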
D1 ag – activates the human D1 dopamine receptor | P21728 | HEK293 T-REx D1 cells, calcium flux, agonist mode | activation, % at 2 µM | 360,000 compounds, 1% hits | AID 504660; in the data active means activation above about 30%; further: 0% is about no effect
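Tetracycline-induced HEK293 TREx D1 cells, force-coupled to calcium signalling, were dye-loaded with a no-wash calcium kit. Compound was pin-added after a 10 s baseline. Fluorescence was read kinetically at 1 cycle/s for 180 s, with calcium rises flagged as agonism.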
D1 potentiator – human D1 dopamine receptor positive modulation | P21728 | HEK293 TREx D1 cells, calcium flux, dopamine EC20 potentiation | potentiation, % at 10 µM | 360,000 compounds, 0.036% hits; in the data active means potentiation above about 30%; further: 0% is about no effect
D2 PAM – positive allosteric modulators of human D2 dopamine receptor | P14416 | HEK293 T-REx D2, calcium flux, EC20 dopamine potentiation | potentiation, % at 10 µM | 340,000 compounds, 0.34% hits | AID 485347;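 active means potentiation over 3 SD above the plate norm, cut at about 30% in these data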; further: 0% is about no effect
Target sequence (P14416 whole entry, looked up): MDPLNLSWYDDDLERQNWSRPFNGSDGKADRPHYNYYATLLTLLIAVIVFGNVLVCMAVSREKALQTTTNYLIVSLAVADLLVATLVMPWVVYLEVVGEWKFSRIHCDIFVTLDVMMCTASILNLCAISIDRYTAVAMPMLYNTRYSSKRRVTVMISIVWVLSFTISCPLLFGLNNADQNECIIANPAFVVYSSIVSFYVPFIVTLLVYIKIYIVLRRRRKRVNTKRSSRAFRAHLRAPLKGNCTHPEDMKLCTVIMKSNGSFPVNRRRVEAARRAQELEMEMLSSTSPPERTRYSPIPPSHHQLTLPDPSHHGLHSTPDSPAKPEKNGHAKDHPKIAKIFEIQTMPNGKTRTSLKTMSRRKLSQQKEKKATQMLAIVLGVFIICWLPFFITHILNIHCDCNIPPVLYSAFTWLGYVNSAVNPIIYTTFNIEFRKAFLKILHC
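Primary screen. Calcium kinetics in induced HEK293 T-REx D2 cells: compound pre-addition 180 s, EC20 dopamine, 180 s more.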
Vif-A3F inh – blocks the Vif interaction with APOBEC3F. AID 602313. Potency, µM (highest dose often 46.1 µM), without a hit: top-dose activity, negative = active. 390,000 compounds, 0.2% hits. HeLa A3F-eYFP + Vif (tagged APOBEC3F with the HIV-1 protein that degrades it), YFP fluorescence increase; further: potency means the concentration at half of the fitted maximal effect; % of control where 0% means no effect; nearly all actives have a fitted effect of over 65% in size
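HeLa cells stably expressing Vif plus C-terminally eYFP-tagged A3F were seeded, incubated overnight at 37 deg C, dosed with compound, incubated overnight again at 37 deg C. Yellow fluorescence (Ex 488/Em 500-530) reported blocked Vif-mediated A3F-eYFP degradation.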
D1 antag – blocks dopamine activation of the human D1 receptor; activity change, negative = inhibition, % at 10 µM; HEK293 TREx D1 cells, calcium flux, dopamine EC80; stronger effect = lower value; 360,000 compounds, 3.2% hits; in the data active means activity change below about -30%; further: on the % scale 0 is the no-effect control and ±100 the full control effect
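Compound effects on dopamine-evoked calcium signalling were measured in tetracycline-induced HEK293 Trex D1 cells. Dopamine at EC80 followed a 180 s compound pre-read, and fluorescence was tracked kinetically for 180 s more.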
An asterisk follows results filed as active. Unless noted, the call rests on the fitted dose curve; in most records, active means well fitted curve in the direction sought with a large enough effect; inconclusive means small, poorly fitted or top-dose-only effect, or another doubt; inactive means no such curve, though single readings can be large; an effect the other way counts as inactive or inconclusive. This is a subset; rates above refer to the full screens.

`CCCCN1C2CCCC1CC(NC(=O)c1cccc(OC)c1)C2` (configuration not stated) gave RXFP1 ag 0.2%, LDHA inh -9, Vif-A3G inh 4%, GRP78 ERSR act -2%, D1 ag 0, D1 potentiator -8, D2 PAM 4, Vif-A3F inh 0% and D1 antag -5.
For O=C(C1CCCN(c2ncnc3c2nc2n3CCCCC2)C1)N1CCN(c2ccc(F)cc2)CC1 (configuration not stated) the results were RXFP1 ag 5.7%, LDHA inh -1, Vif-A3G inh 5%, GRP78 ERSR act 0%, D1 ag 2, D1 potentiator -5, D2 PAM -9, Vif-A3F inh -5% and D1 antag 9.
Cc1ccc(-n2c(Cc3ccccc3)nnc2SCc2nc(-c3cccs3)no2)cc1 was read as RXFP1 ag 0.9%, LDHA inh -1, Vif-A3G inh -4%, GRP78 ERSR act -2%, D1 ag 13, D1 potentiator -2, D2 PAM 9, Vif-A3F inh 4% and D1 antag -5.
For Cc1cc(C)c2oc(C(=O)Nc3c(C(=O)c4ccccc4)oc4ccccc34)cc(=O)c2c1 the results were RXFP1 ag -1.7%, LDHA inh 5, Vif-A3G inh -1%, GRP78 ERSR act -4%, D1 ag 3, D1 potentiator 0, D2 PAM -4, Vif-A3F inh -7% and D1 antag -12.
`c1ccc(CNc2nc3ccccc3n2CCN2CCOCC2)nc1` gave RXFP1 ag 2.1%, LDHA inh 2, Vif-A3G inh -6%, GRP78 ERSR act -3%, D1 ag 4, D1 potentiator 2, D2 PAM -1, Vif-A3F inh -5% and D1 antag -8.
For Cc1c(Cl)c(C(F)(F)F)nn1CC(=O)N1CCSCC1 the results were RXFP1 ag 3.2%, LDHA inh 0, Vif-A3G inh 2%, GRP78 ERSR act -1%, D1 ag 1, D1 potentiator 2, D2 PAM 5, Vif-A3F inh -1% and D1 antag -15.
For Clc1ccc(CNCCCSc2ncccn2)cc1 the results were RXFP1 ag 0.8%, LDHA inh 0, Vif-A3G inh 3%, GRP78 ERSR act -1%, D1 ag 3, D1 potentiator -4, D2 PAM -19, Vif-A3F inh 2% and D1 antag 2.
`CCn1ncc(Br)c1C(=O)Nc1ccc(Cl)cn1` gave RXFP1 ag -0.7%, LDHA inh -4, Vif-A3G inh 0%, GRP78 ERSR act 1%, D1 ag 2, D1 potentiator -2, D2 PAM 1, Vif-A3F inh -9% and D1 antag 5.
Screening c1ccc(CN2CCN(c3ncnc4c3[nH]c3ccccc34)CC2)cc1 returned RXFP1 ag 6.6%, LDHA inh -8, Vif-A3G inh -16%, GRP78 ERSR act -8%, D1 ag 7, D1 potentiator -6, D2 PAM -11, Vif-A3F inh 3% and D1 antag -16.
Screening Cn1c(CS(=O)Cc2c(Cl)cccc2Cl)nnc1SCc1ccc(Cl)cc1 (configuration not stated) returned RXFP1 ag 0.7%, LDHA inh -2, Vif-A3G inh 0%, GRP78 ERSR act -1%, D1 ag 12, D1 potentiator -2, D2 PAM 11, Vif-A3F inh -7% and D1 antag 8.
`COc1cccc(CC(=O)OCC(=O)NC2CCCCCC2)c1` gave RXFP1 ag 2.5%, LDHA inh -6, Vif-A3G inh -1%, GRP78 ERSR act 3%, D1 ag 7, D1 potentiator 6, D2 PAM 11, Vif-A3F inh -7% and D1 antag 4.
For Nc1ccn([C@@H]2O[C@H](CNC(=O)[C@@H](Cc3cn(COCc4ccccc4)cn3)NC=O)[C@@H](O)[C@H]2O)c(=O)n1 the results were LDHA inh -3, Vif-A3G inh 2%, GRP78 ERSR act -2% and Vif-A3F inh -18%.
O=C(c1ccc(Cl)cc1)N1CCC(=O)N(C(CO)Cc2ccccc2)CC1 (configuration not stated) was read as LDHA inh 0, Vif-A3G inh 4%, GRP78 ERSR act -3% and Vif-A3F inh 2%.
`O=C(NCc1ccco1)N1c2ccccc2Sc2ccccc21` gave RXFP1 ag 0.2%, LDHA inh -21, Vif-A3G inh -1%, GRP78 ERSR act -3%, D1 ag 5, D1 potentiator -6, D2 PAM 8, Vif-A3F inh 0% and D1 antag -4.
For COc1ccc(/C=C/C(=O)OCC(=O)Nc2ccc3c(c2)OCO3)cc1 the results were RXFP1 ag -1.1%, LDHA inh 1, Vif-A3G inh 1%, GRP78 ERSR act -1%, D1 ag 7, D1 potentiator -3, D2 PAM 11, Vif-A3F inh 0% and D1 antag -15.
COc1ccccc1CNC(=O)COC(=O)c1cc(=O)[nH]c2ccccc12 was read as RXFP1 ag -0.2%, LDHA inh -5, Vif-A3G inh 0%, GRP78 ERSR act -4%, D1 ag 0, D1 potentiator -7, D2 PAM 7, Vif-A3F inh 5% and D1 antag -4.
For COc1ccc(Cl)cc1NC(=O)CCNC(=O)OCc1ccccc1 the results were RXFP1 ag -5.5%, LDHA inh 1, Vif-A3G inh -5%, GRP78 ERSR act 0%, D1 ag 3, D1 potentiator -2, D2 PAM -17, Vif-A3F inh 2% and D1 antag 6.
For Cc1ccnn1C(C)C(=O)O (configuration not stated) the results were RXFP1 ag 2.6%, LDHA inh -1, Vif-A3G inh -1%, GRP78 ERSR act -4%, D1 ag 3, D1 potentiator -7, D2 PAM -7, Vif-A3F inh 17% and D1 antag -11.
Screening COc1ccc(CCC(=O)NCc2nc3cccnc3n2Cc2cccc(OC)c2)cc1 returned RXFP1 ag 0.1%, LDHA inh -6, Vif-A3G inh 1%, GRP78 ERSR act -1%, D1 ag 0, D1 potentiator -2, D2 PAM -3, Vif-A3F inh 0% and D1 antag 11.
Cc1nc(C)c(C(=O)C2=C(O)C(=O)N(CCN3CCOCC3)C2c2cccnc2)s1 (configuration not stated) was read as RXFP1 ag -1.9%, LDHA inh 0, Vif-A3G inh 0%, GRP78 ERSR act -3%, D1 ag 6, D1 potentiator 6, D2 PAM -2, Vif-A3F inh 3% and D1 antag 24.
`COCc1c(C(=O)NCC(c2ccco2)N2CCCC2)oc2ccccc12` (configuration not stated) gave LDHA inh 1, Vif-A3G inh 1%, GRP78 ERSR act -6% and Vif-A3F inh -8%.
Screening CCCn1cc(SCC(=O)Nc2ccc3c(c2)OCO3)c2ccccc21 returned RXFP1 ag 0.9%, LDHA inh 0, Vif-A3G inh 0%, GRP78 ERSR act -1%, D1 ag -1, D1 potentiator 0, D2 PAM -9, Vif-A3F inh 2% and D1 antag -15.
For CCCCCOc1ccccc1C(=O)NCCCC(=O)O the results were RXFP1 ag 0.2%, LDHA inh -1, Vif-A3G inh 0%, GRP78 ERSR act 1%, D1 ag 3, D1 potentiator 1, D2 PAM -3, Vif-A3F inh 5% and D1 antag 0.
O=C(COc1ccc2ccccc2c1)Nc1cccc2cccnc12 was read as RXFP1 ag 1.3%, LDHA inh 8, Vif-A3G inh -7%, GRP78 ERSR act -2%, D1 ag 4, D1 potentiator 0, Vif-A3F inh 1% and D1 antag -4.
Screening CN(Cc1ccccc1Cl)C(=O)CNC(=O)C12CC3CC(CC(C3)C1)C2 returned LDHA inh -5, Vif-A3G inh 0%, GRP78 ERSR act 2% and Vif-A3F inh -1%.
`O=C1OCC=C1NNC(=O)c1cccnc1` gave RXFP1 ag 2.1%, LDHA inh 1, Vif-A3G inh 1%, GRP78 ERSR act 1%, D1 ag -3, D1 potentiator 0, D2 PAM 3, Vif-A3F inh -7% and D1 antag -4.
COc1cccc(C(=O)O/N=C(\N)c2ccncc2)c1OC was read as RXFP1 ag 3.8%, LDHA inh -3, Vif-A3G inh 0%, GRP78 ERSR act 4%, D1 ag 0, D1 potentiator -2, D2 PAM 12, Vif-A3F inh 3% and D1 antag 7.
`Nc1cc2c(cc1C(=O)c1ccc(Cl)cc1)OCCO2` gave RXFP1 ag 1.4%, LDHA inh 0, Vif-A3G inh -6%, GRP78 ERSR act -3%, D1 ag 2, D1 potentiator 2, D2 PAM -2, Vif-A3F inh -10% and D1 antag 2.
For CC1CCCC(NC(=O)COC(=O)/C=C/c2ccc3c(c2)OCO3)C1C (configuration not stated) the results were RXFP1 ag 1.5%, LDHA inh -5, Vif-A3G inh -1%, GRP78 ERSR act -3%, D1 ag 0, D1 potentiator -4, D2 PAM -20, Vif-A3F inh -2% and D1 antag 22.
Screening N#Cc1c(NC(=O)c2ccc(Cn3cc(Br)cn3)o2)sc2c1CCCCCC2 returned RXFP1 ag 0.2%, LDHA inh 9, Vif-A3G inh 5%, GRP78 ERSR act 1%, D1 ag 8, D1 potentiator 2, D2 PAM -6, Vif-A3F inh -10% and D1 antag 9.
Screening NC(=O)C1CCCN(CCc2ccccc2)C1 (configuration not stated) returned RXFP1 ag 0.3%, LDHA inh -10, Vif-A3G inh -2%, GRP78 ERSR act -1%, D1 ag 1, D1 potentiator -4, Vif-A3F inh -2% and D1 antag 5.
Screening CC(=O)/C(C#N)=C1\NC(=O)C(Cc2ccccc2)S1 (configuration not stated) returned RXFP1 ag 2.5%, LDHA inh 0, Vif-A3G inh 0%, GRP78 ERSR act -7%, D1 ag 2, D1 potentiator 5, D2 PAM 3, Vif-A3F inh -10% and D1 antag 4.

Already shown: an excerpt of the list.
Screening CN(Cc1ccccc1Cl)C(=O)CNC(=O)C12CC3CC(CC(C3)C1)C2 returned LDHA inh -5, Vif-A3G inh 0%, GRP78 ERSR act 2% and Vif-A3F inh -1%.
`O=C1OCC=C1NNC(=O)c1cccnc1` gave RXFP1 ag 2.1%, LDHA inh 1, Vif-A3G inh 1%, GRP78 ERSR act 1%, D1 ag -3, D1 potentiator 0, D2 PAM 3, Vif-A3F inh -7% and D1 antag -4.
COc1cccc(C(=O)O/N=C(\N)c2ccncc2)c1OC was read as RXFP1 ag 3.8%, LDHA inh -3, Vif-A3G inh 0%, GRP78 ERSR act 4%, D1 ag 0, D1 potentiator -2, D2 PAM 12, Vif-A3F inh 3% and D1 antag 7.
`Nc1cc2c(cc1C(=O)c1ccc(Cl)cc1)OCCO2` gave RXFP1 ag 1.4%, LDHA inh 0, Vif-A3G inh -6%, GRP78 ERSR act -3%, D1 ag 2, D1 potentiator 2, D2 PAM -2, Vif-A3F inh -10% and D1 antag 2.
